Assay outcomes deposited in PubChem by several laboratories.
MsrA inhibitor = bovine MsrA enzyme inhibitors, primary screen, biochemical, absorbance, HTS; inhibition, % at 15.5 µM; purified bovine MsrA, absorbance read-out; AID 651718, 2012; actives 0.75% (n = 360,000); Methionine sulfoxide reductase A (Bos taurus); in the data active = inhibition above about 4.5%;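 note: 0% = vehicle wells with enzyme and 100% = reference inhibitor wells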
Rin1 Abl inh = inhibitors of Rin1-Abl protein binding, primary screen, biochemical, TR-FRET; Tyrosine-protein kinase ABL1 (Homo sapiens) + Ras and Rab interactor 1 (Homo sapiens), …; inhibition, % at 7.35 µM; actives 0.4% (n = 360,000); in the data active = inhibition above about 5%, passing the limit was not always enough
CSN inh = inhibitors of CSN-mediated cullin deneddylation, primary screen, biochemical, fluorescence polarization, uHTS. inhibition, % at 12.5 µM. COP9 signalosome complex subunit 5 (Homo sapiens), Q92905. Purified CSN, SCF-Nedd8-OG deneddylation. actives 0.38% (n = 360,000);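 active = pattern-corrected inhibition above about 35%, with an unprinted fluorescence ratio check between 0.5 and 1.5, limit read from the data, passing the limit was not always enough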;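 note: 0% = enzyme with substrate and 100% = substrate without enzyme; some results filed as inactive read as strong as hits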
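Test system: Human Csn5 produced in HEK293T cells | Compound: 12.5 µM single point | Times: 90 min, room temperature | Signal: Fluorescence polarization readout | Read-out basis: % inhibition of substrate cleavage by Csn5 | Controls: no-enzyme wells high, enzyme-with-substrate wells low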
MLLE-PAM2 inh = inhibitors of PABP1 MLLE–PAM2 peptide binding, primary screen, biochemical, fluorescence polarization, FITC-PAM2, GST-MLLE | Polyadenylate-binding protein 1 (Homo sapiens), P11940 | actives 0.36% (n = 360,000) | inhibition, % at 20 µM; in the data active = inhibition above about 35%, passing the limit was not always enough;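 note: plate controls were DMSO wells with GST-MLLE for no effect and wells lacking GST-MLLE protein for full effect; some results filed as inactive read as strong as hits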
eLon inh = inhibitors of E. coli Lon protease, primary screen, biochemical, fluorescence polarization; P0A9M0; purified E. coli Lon protease; inhibition, % at 7.94 µM; actives 0.42% (n = 360,000); in the data active = inhibition above about 13%, passing the limit was not always enough;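 note: 0% = enzyme with probe and DMSO and 100% = no enzyme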
MT1-MMP act inh = blockers of MT1-MMP proenzyme processing, primary screen, HT1080 RFP-PRO-GFP cells, GFP/RFP fluorescence. GFP/RFP ratio fluorescence, overnight; percent of plate control window, DMSO zero. Matrix metalloproteinase-14 (Homo sapiens), P50281. GFP/RFP ratio change, % at 20 µM. actives 0.061% (n = 360,000);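 active = GFP/RFP ratio change of at least 30% with cell ATP level not reduced by more than half and red fluorescence within 50% of control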; note: strong numbers were not always called active
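Assay system: HT1080 RFP-PRO-GFP cells. Benchmarks: DMSO vehicle wells and RFP-L50D-GFP reporter cell wells. Times: overnight cell settling, then overnight compound exposure, 37 °C, 5% CO2. Compound: 20 µM single dose, 1% DMSO. Read-out basis: GFP/RFP fluorescence ratio.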
MsrA act = bovine MsrA enzyme activators, primary screen, biochemical, absorbance, HTS; purified bovine MsrA, absorbance read-out; Methionine sulfoxide reductase A (Bos taurus); AID 602163, 2012; activation, % at 10.6 µM; actives 0.3% (n = 360,000); in the data active = activation above about 7.5%;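 note: 0% = vehicle and 100% = reference activator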
FAS TE block = FAS thioesterase domain inhibitors, primary screen, biochemical, fluorescence intensity, uHTS. recombinant FAS-TE, OMFH fluorogenic substrate, fluorescence endpoint. inhibition, % at 15 µM. actives 0.67% (n = 360,000). Fatty acid synthase (Homo sapiens), P49327;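 active = compounds whose normalised, plate-corrected inhibition of enzyme fluorescence in the single-dose primary screen is 50% or more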;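 note: 0% = DMSO with enzyme and 100% = substrate without enzyme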
Target sequence (P49327 whole entry, looked up, the tested form may be a part): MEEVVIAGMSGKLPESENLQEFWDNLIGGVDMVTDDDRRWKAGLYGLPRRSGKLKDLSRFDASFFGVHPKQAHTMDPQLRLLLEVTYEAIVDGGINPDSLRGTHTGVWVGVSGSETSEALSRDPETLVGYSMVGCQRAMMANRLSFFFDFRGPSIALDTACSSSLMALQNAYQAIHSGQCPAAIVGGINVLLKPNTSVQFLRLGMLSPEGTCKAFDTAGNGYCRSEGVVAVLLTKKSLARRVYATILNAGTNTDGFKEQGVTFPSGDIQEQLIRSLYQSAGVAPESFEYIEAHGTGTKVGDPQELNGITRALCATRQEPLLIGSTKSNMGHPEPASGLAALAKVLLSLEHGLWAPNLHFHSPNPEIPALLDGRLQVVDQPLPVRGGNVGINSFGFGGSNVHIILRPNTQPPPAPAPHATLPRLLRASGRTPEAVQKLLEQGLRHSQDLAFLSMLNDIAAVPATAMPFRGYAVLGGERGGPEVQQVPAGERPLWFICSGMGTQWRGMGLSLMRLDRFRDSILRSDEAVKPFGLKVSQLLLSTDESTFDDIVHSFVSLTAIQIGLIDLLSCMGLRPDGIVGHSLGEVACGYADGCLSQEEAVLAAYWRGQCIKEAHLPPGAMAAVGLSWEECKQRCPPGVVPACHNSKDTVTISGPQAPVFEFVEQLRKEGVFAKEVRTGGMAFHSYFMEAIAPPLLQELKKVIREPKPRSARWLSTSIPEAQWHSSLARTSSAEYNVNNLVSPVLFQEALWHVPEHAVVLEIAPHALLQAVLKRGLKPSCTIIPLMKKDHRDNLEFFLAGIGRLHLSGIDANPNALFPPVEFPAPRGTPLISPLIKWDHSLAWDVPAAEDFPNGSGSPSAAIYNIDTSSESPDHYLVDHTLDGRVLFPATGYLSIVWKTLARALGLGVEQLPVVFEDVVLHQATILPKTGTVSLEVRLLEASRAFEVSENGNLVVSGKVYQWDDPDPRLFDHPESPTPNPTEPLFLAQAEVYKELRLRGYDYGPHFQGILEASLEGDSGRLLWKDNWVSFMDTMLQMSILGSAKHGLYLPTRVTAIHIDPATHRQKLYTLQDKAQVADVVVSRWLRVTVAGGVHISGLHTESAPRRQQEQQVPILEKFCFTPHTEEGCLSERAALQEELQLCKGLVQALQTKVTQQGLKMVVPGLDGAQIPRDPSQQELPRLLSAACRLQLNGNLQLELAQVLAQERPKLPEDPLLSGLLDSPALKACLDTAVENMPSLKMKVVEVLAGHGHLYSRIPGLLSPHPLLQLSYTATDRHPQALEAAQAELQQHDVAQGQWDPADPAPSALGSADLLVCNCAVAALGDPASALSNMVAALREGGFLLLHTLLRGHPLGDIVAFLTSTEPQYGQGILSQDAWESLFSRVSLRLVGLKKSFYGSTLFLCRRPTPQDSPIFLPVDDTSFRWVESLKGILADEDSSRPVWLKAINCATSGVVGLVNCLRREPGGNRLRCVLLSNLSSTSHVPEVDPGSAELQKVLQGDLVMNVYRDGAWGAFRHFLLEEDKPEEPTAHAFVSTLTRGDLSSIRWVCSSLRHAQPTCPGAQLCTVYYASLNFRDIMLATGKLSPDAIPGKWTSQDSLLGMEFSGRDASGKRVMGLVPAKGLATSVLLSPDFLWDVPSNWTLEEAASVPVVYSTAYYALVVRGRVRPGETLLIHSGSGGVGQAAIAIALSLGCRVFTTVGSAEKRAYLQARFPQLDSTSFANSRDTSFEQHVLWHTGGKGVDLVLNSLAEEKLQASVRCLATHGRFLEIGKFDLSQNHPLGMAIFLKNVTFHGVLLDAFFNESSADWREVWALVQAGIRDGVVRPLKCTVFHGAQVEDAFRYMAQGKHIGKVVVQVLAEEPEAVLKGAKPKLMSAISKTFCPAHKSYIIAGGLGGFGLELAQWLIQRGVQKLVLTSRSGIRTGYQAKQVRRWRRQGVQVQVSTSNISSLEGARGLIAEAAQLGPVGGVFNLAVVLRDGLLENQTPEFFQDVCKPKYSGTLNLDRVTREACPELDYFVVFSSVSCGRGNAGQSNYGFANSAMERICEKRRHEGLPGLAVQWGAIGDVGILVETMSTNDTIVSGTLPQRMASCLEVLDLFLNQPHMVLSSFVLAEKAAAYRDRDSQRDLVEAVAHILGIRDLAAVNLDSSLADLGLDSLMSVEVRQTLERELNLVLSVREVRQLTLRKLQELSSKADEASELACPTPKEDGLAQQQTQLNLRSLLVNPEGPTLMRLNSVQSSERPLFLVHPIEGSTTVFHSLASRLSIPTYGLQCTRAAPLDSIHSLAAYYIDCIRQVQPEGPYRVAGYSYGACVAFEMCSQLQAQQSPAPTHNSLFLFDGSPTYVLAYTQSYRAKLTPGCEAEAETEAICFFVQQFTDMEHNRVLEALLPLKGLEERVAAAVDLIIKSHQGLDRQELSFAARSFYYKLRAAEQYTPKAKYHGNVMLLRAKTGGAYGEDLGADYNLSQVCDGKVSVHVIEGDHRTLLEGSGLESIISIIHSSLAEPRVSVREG
Rpn11 block = Rpn11 (PSMD14) deubiquitinase inhibitors, primary screen, biochemical, fluorescence polarization, uHTS. 26S proteasome non-ATPase regulatory subunit 14 (Homo sapiens), O00487. human 26S proteasome, Ub4-pepOG fluorescence polarization; 20S core pre-blocked with epoxomicin. calls only at 20 µM. actives 0.59% (n = 360,000). AID 588493, 2011;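 active = inhibition at 20 µM, scaled to each plate's controls, above about 33%, limit read from the data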
Starred values were filed as active, the others as inactive; i = inactive; nt = not tested or not shown; + = active, no number.

mol	CSN inh	Rpn11 block	FAS TE block	MLLE-PAM2 inh	MsrA act	MsrA inhibitor	MT1-MMP act inh	Rin1 Abl inh	eLon inh
O=C(CNC(=O)c1cccs1)OCC(=O)c1ccc([N+](=O)[O-])cc1	-3.4	i	-2.0	4.9	0.5	0.9	-3.6	0.0	-0.3
C/C=C/C(=O)OCC(=O)Nc1cc(-c2cc(C)c(C)cc2C)nn1-c1ccccc1	4.9	i	26.9	-8.4	-0.1	3.3	-5.9	-0.6	-1.2
Cc1nn(-c2ncc(C(F)(F)F)cc2Cl)c(=O)n1-c1c(F)cccc1F	-0.8	i	-6.4	-1.8	-0.7	0.9	2.9	2.5	-3.0
Cc1ccc(S(=O)(=O)N2CCOCC2)cc1NC(=O)CNCc1ccccc1Cl	-8.9	i	-0.6	7.4	-2.0	-1.3	8.4	3.1	-13.1
COc1cc(C(=O)Nc2ccc(NC(=O)c3ccccc3)nc2)cc(OC)c1OC	-6.3	i	-1.0	-3.2	-2.5	-0.7	4.1	0.6	5.4
CCOC(=O)N1CCN(C(=S)Nc2cc(S(=O)(=O)N3CCOCC3)ccc2Cl)CC1	-2.6	i	-4.5	-3.2	-1.6	-0.6	0.9	1.6	7.0
O=C(NCCN1CCOCC1)c1cc(-c2cccc(O)c2)on1	9.1	i	-2.7	0.1	-4.6	-0.5	4.7	5.3	4.2
COCCCn1c(SCC(=O)N2CCCCC2C)nnc1-c1ccco1 (centres undefined)	-2.7	i	-2.2	3.6	-7.9	0.6	2.8	-1.5	2.0
COc1ccc(-c2csc(NC(=O)c3ccc(S(=O)(=O)N4CCc5ccccc5C4)cc3)n2)c(OC)c1	-1.7	i	36.8	11.6	-6.5	1.9	-2.1	-0.2	12.5
CN(CC(=O)Nc1ccc(Cl)c(C(F)(F)F)c1)C(=O)C1CSC2(C)CCC(=O)N12 (centres undefined)	2.8	i	2.6	-1.2	-1.0	0.9	-1.0	2.7	-18.2
O=C(O)CNC(=O)C1(NC(=O)OCc2ccccc2)CCCC1	2.0	i	-7.8	10.1	-0.9	0.8	-1.2	-1.7	-9.3
O=C(COc1ccc(Cl)cc1)NNC(=O)C(=O)N1CCCCC1	0.9	i	-2.0	9.1	-14.4	0.3	nt	1.5	9.2
CN(C)CCCNc1nc2cc(-c3ccc4c(ccn4C)c3)sc2c(=O)n1C	8.0	+	-1.8	-3.5	0.7	1.8	5.3	-13.1	-10.9
CCOc1ccc(C2C(C(=O)c3cccs3)=C(O)C(=O)N2Cc2cccnc2)cc1 (centres undefined)	-4.0	i	7.2	6.2	-9.3	-0.6	-2.4	-4.7	9.8
CCc1cc2c(=O)n(-c3ccccc3)c(SCC(=O)O)nc2s1	-0.9	i	-3.2	3.9	-3.9	0.9	0.1	-1.1	-1.1
O=c1c2c(nc3n1CCCCC3)-c1ccccc1CC21CCCCC1	2.0	i	26.8	2.8	-0.5	0.0	5.1	1.8	-2.6
Cc1ccc(OCC(=O)Nc2cc(C)on2)c([N+](=O)[O-])n1	-1.1	i	-1.4	-17.9	-2.7	2.5	0.4	-2.6	11.0
CCN(CC)S(=O)(=O)c1ccc(N2CCOCC2)c(NC(=O)c2cccc(C#N)c2)c1	2.1	i	1.0	-0.6	-10.4	-0.6	8.9	-1.1	-6.3
Cc1cc(N2CCN(c3ccc([N+](=O)[O-])c4cccnc34)CC2)c2ccccc2n1	59.4*	+	9.1	-54.9	-3.9	nt	0.3	-18.8	-3.7
CC(=O)Nc1c(O)nc(SCC(=O)Nc2ccc(C(C)=O)cc2)[nH]c1=O	1.5	i	-6.2	8.6	-6.0	0.1	3.7	0.2	-4.4
COc1ccc(-c2cn(CCC(=O)O)c(C)n2)cc1	-3.1	i	-16.0	-4.0	-1.1	0.5	-0.5	2.2	2.4
OC(c1cc(F)cc(Cl)c1)c1ncc(-c2cccc(C(F)(F)F)c2)[nH]1 (centres undefined)	-1.3	i	21.0	-8.0	-2.0	0.1	7.0	-4.1	-3.7
CC1=CC(C)(C)NC(=S)N1c1cc(C)cc(C)c1	-8.3	i	-9.3	11.4	-0.6	1.8	-4.2	-4.4	0.5
Cc1sc2ncn(CC(=O)NCCCC(=O)N3CCN(c4ccccc4F)CC3)c(=O)c2c1C	4.2	i	0.6	17.8	-3.6	0.5	0.7	-5.0	4.5
CN(C)CCCNc1cc(C(C)(C)C)nc2c(-c3ccc(Cl)cc3)cnn12	-8.7	i	32.7	2.4	-1.8	0.6	-7.0	-1.6	-0.4

Record cards, as listed above:
`CCOC(=O)N1CCN(C(=S)Nc2cc(S(=O)(=O)N3CCOCC3)ccc2Cl)CC1` as listed: CSN inh = -2.6; Rpn11 block = i; FAS TE block = -4.5; MLLE-PAM2 inh = -3.2; MsrA act = -1.6; MsrA inhibitor = -0.6; MT1-MMP act inh = 0.9; Rin1 Abl inh = 1.6; eLon inh = 7.0
`OC(c1cc(F)cc(Cl)c1)c1ncc(-c2cccc(C(F)(F)F)c2)[nH]1` (centres undefined) as listed: CSN inh = -1.3; Rpn11 block = i; FAS TE block = 21.0; MLLE-PAM2 inh = -8.0; MsrA act = -2.0; MsrA inhibitor = 0.1; MT1-MMP act inh = 7.0; Rin1 Abl inh = -4.1; eLon inh = -3.7

The results go on:
mol	CSN inh	Rpn11 block	FAS TE block	MLLE-PAM2 inh	MsrA act	MsrA inhibitor	MT1-MMP act inh	Rin1 Abl inh	eLon inh
COc1cccc(C(=O)NC(=S)Nc2ccc3[nH]c(=O)[nH]c3c2)c1	1.9	i	1.3	15.3	-0.7	1.4	-0.6	0.8	-8.1
O=C(/C=C/c1ccco1)N1CCc2ccccc21	-1.4	i	2.3	7.9	-4.9	3.9	-6.2	-0.7	2.3
CC(OC(=O)c1ccncc1)C(=O)Nc1cccc(Cl)c1 (centres undefined)	1.8	i	-2.1	2.4	0.3	0.5	2.6	-0.5	-3.3
Cc1ccc(-n2nc3c(=O)n(C(C)C(=O)NCCCc4ccccc4)nc(C)c3c2C)cc1 (centres undefined)	-2.1	i	7.8	15.4	-4.6	-0.1	3.1	1.4	0.2
COc1cccc(CC2(CO)CCCN(CC3=Cc4cc(Cl)ccc4OC3)C2)c1 (centres undefined)	1.3	i	8.2	-1.9	0.3	0.0	-1.4	-1.0	-3.9
O=C1NC(=O)C2(CCCC2)N1	0.0	i	-7.9	4.9	-3.9	-0.5	-2.9	0.3	1.9
CC(C)C[C@@H](CN)NC(=O)c1nc[nH]c1C(=O)N[C@@H](C)C(=O)CNC[C@H](C)NC(=O)c1nc[nH]c1C(=O)N[C@@H](CC(C)C)C(=O)O	-0.5	i	-11.3	-1.3	1.1	0.2	0.0	-2.5	4.0
C[C@@H]1CCCCCCCCC(=O)OCCN1C(=O)OC(C)(C)C	-0.9	i	2.0	13.5	-1.4	0.1	3.7	-0.7	8.0
CCOC(=O)c1ccccc1N/C=C/C(=O)c1ccccc1	0.7	i	24.1	-1.2	-2.3	1.2	-11.6	-0.7	-10.1
CCOc1ccc2c(c1)c(N=NC(=N)N)c(O)n2C	-1.8	i	-10.4	9.8	-2.7	3.1	-1.1	-4.8	0.3
CCOc1ccc(N(C(=O)CNC(=O)c2ccco2)C(C(=O)NC2CCCC2)c2ccncc2)cc1 (centres undefined)	-3.4	i	-3.1	-14.9	-6.7	-1.3	1.4	0.2	-7.1
COc1ccc(/C=C/C(=O)NC(=S)NNC(=O)c2cccs2)cc1OC	1.3	i	-3.0	-59.8	-1.7	1.3	-0.6	-6.4	-0.1
O=C(CCNS(=O)(=O)c1cccc2nonc12)NCc1cccs1	-3.5	i	0.0	8.2	1.8	-0.6	6.6	-0.3	4.4
Cc1ccc(S(=O)(=O)N2CCN(C(=O)COC(=O)CCCOc3ccccc3)CC2)c(C)c1	3.7	i	28.4	-1.1	-0.7	0.6	2.5	2.3	-8.5
CN1CCN(NC(=O)c2cn(-c3ccccc3)nc2-c2cccc(Br)c2)CC1	-1.1	i	-3.5	4.5	-1.4	0.3	-0.1	1.3	-7.5
COc1ccccc1N1CCN(C(=O)C2CCCN(c3ncnc4c3nc3n4CCCCC3)C2)CC1 (centres undefined)	-1.9	i	1.2	5.2	-7.9	0.5	7.1	1.0	-4.1
Cc1oc(-c2ccc(Cl)cc2)cc1C(=O)/C(C#N)=C/Nc1ccccc1	4.7	i	-1.0	-6.0	5.6	-0.3	-8.9	1.9	-7.5
C=CCn1c(N2CCCCCC2)nc2c1c(=O)[nH]c(=O)n2C	0.0	i	-3.3	-12.6	-1.2	0.8	-0.3	-2.2	12.7
CCCCC(c1nnnn1C1CCCC1)N1CCN(C2CCCCC2)CC1 (centres undefined)	-3.3	i	-7.8	-14.3	-10.6	0.7	-4.3	1.9	3.8
Cc1cc(=O)c(C(=O)O)cn1Nc1ccc(F)cc1	0.2	i	-5.3	-2.8	-2.8	1.3	-2.1	-0.8	0.5
NC(N)=N/N=C/c1ccc(Cl)c(Cl)c1	111.5	i	-4.4	-0.7	-3.3	0.1	4.0	-1.9	0.7
CCOc1ccc(-n2c(C)c3c(C)nnc(C)c3c2C)cc1	6.6	i	-3.3	-27.3	-1.1	0.1	-6.8	0.6	0.3
CN1C(=O)C(=O)/C(=C(/O)c2ccc(Br)cc2)C1c1ccc(F)cc1 (centres undefined)	-2.7	i	0.7	2.8	3.0	1.8	2.7	-2.6	-0.7
Cc1cccn2c(=O)c3cc(C#N)c(=NC(=O)c4cccs4)n(CC(C)C)c3nc12	4.7	i	16.2	18.8	-2.7	-0.6	9.6	-1.6	-12.9
O=C(Nc1cccnc1)c1sc(Nc2ccccc2F)nc1-c1ccccc1	5.4	i	-1.7	-4.9	-3.4	2.2	2.7	1.6	4.4
COc1cccc(NC(=O)[C@@H](NC(=O)N2CCn3c2nc2ccccc23)C(C)C)c1	-3.6	i	13.6	4.1	-0.8	0.2	3.9	-0.9	1.2
CC(C)c1ccc(N(CC(=O)NCCc2ccccc2)C(=O)c2csnn2)cc1	-3.6	i	10.7	-2.4	1.9	-0.2	-0.1	2.2	6.3
COCCCNC(=O)C[C@H]1C[C@H](C(=O)N2CCCCC2)[C@@]2(CCc3ccccc3)c3[nH]c4cc(-c5ccco5)ccc4c3CCN2C1=O	16.0	i	3.0	-67.2	-5.6	-0.3	-10.9	-1.9	-20.5
Cc1ccc(C(=O)OCC(=O)c2c[nH]c3ccccc23)cc1S(=O)(=O)N1CCCCC1	-6.6	i	22.9	-3.6	-4.9	1.2	-16.5	-2.5	-11.2
Nc1cccc2c1C(=O)N(C(=O)c1ccco1)C2=O	1.7	i	-3.7	16.6	-4.5	0.0	0.7	-0.6	5.6
O=C1CCN1C1(C(=O)NC2CCCCC2)CCCC1	0.0	i	-7.5	-4.8	-1.7	-0.2	15.3	-0.4	-10.9
CCOC(=O)C1CCCN(c2c(N3CCN(C)CC3)c(=O)c2=O)C1 (centres undefined)	5.6	i	-9.7	-9.3	-0.6	2.0	2.5	0.2	1.2
